Source: PubChem BioAssay
Mac1 fbg enh = increases human CD11b/CD18 adhesion to fibrinogen; actives 0.07% (n = 93,000); AID 1499; K562 CD11b/CD18 adhesion to fibrinogen, ATPlite luminescence; activation, % at 10 µM;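 active = 10 µM primary screen giving 50% or more activity, confirmed by 40% or more on retest at that dose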; note: strong numbers were not always called active; reference of the scale not given here
Target sequence (P05107 whole entry, looked up, other chains not shown): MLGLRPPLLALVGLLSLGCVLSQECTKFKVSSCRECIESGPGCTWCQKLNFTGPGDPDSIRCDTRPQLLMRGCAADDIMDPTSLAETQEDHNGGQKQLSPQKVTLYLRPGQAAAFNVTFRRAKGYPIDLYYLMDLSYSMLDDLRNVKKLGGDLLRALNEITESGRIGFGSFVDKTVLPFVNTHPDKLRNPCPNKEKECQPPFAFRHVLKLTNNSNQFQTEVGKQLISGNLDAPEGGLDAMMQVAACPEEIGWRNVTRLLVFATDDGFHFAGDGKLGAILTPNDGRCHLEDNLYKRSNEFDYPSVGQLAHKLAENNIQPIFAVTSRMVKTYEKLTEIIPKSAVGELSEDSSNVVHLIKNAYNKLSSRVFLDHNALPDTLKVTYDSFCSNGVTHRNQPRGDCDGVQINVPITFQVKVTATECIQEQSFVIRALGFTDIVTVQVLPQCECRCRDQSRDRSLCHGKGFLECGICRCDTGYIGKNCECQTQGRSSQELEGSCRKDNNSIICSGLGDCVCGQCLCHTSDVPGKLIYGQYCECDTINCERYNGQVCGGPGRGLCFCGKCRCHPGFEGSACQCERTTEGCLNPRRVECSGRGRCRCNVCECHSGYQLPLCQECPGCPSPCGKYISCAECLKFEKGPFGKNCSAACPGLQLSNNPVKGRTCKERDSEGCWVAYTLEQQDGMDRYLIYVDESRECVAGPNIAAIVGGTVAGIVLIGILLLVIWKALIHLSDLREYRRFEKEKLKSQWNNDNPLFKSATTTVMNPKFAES
ERa SRC1 inh = ER-alpha (human) coactivator binding inhibition. P03372. TR-FRET ER-alpha LBD / SRC-1 peptide, estradiol-bound. inhibition, % at 25.6 µM. actives 1.7% (n = 86,000). AID 629; in the data active = inhibition above about 50%;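 note: 0% = receptor plus peptide control and 100% = peptide only without receptor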
PLAP activator = activators of human placental alkaline phosphatase. P05187. purified PLAP enzyme, luminescent substrate read-out; stronger effect = higher value. activation fold at 20 µM. actives 1.2% (n = 96,000). AID 696; in the data active = activation fold above about 2
CD11b adhes inh = blocks human CD11b/CD18 adhesion to fibrinogen | P05107+P11215 | K562 CD11b/CD18 adhesion to fibrinogen, ATPlite luminescence; Mn2+ added to activate the integrin | inhibition, % at 10 µM | actives 0.54% (n = 93,000) | AID 1497;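 active = primary inhibition of 50% or more at 10 µM, then 40% or more on retest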; note: some results filed as inactive read as strong as hits
MT1-MMP txn act = activates MT1-MMP transcription; HT1080 MT1-MMP promoter luciferase reporter, luminescence, overnight; stronger effect = higher value; activation factor at 10 µM; actives 0.16% (n = 86,000);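 active = activation factor of at least 2 for MT1-MMP transcription at 10 µM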
FAK blocker = inhibitors of human focal adhesion kinase; Q05397; biochemical FAK kinase activity assay; inhibition, %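 (tested at 7 µM)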; actives 0.84% (n = 97,000); in the data active = inhibition above about 19%;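 note: 0% = DMSO and 100% = reference compound high control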
ERa SRC1 pot = enhances coactivator binding to human estrogen receptor alpha. P03372. TR-FRET ERalpha-LBD/SRC-Cy5 coactivator binding, 2 h; 100 = basal binding, no effect. coactivator binding (% of control), % at 25.6 µM. actives 1.3% (n = 86,000). AID 639; in the data active = activity above about 200%;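 note: binding measured in presence of low estradiol as agonist stimulus; 0% = peptide alone without receptor and 100% = receptor with peptide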
ERb coact inh = ER-beta (human) coactivator binding inhibition; TR-FRET ER-beta LBD / SRC1-Cy5 peptide binding; receptor agonist-loaded with 1 µM estradiol; inhibition, % at 25.6 µM; AID 633; actives 1.3% (n = 86,000); Q92731;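 active = compounds whose percent inhibition of the receptor-coactivator binding signal exceeds about 50% in the single-dose screen, limit read from the data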;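 note: 0% = receptor plus peptide wells without compound and 100% = peptide-only wells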
Ecoli WT expand = growth inhibitors of E. coli BW25113 wild type; growth inhibition, % at 100 µM; AID 710; OD600 absorbance; actives 0.15% (n = 98,000);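 active = growth inhibition above about 50% at one test dose, limit read from the data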;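 note: growth measured after 20 h incubation at 37 °C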
Starred values were filed as active, the others as inactive; . = no result given; [ ] = remark or other dose.

#	SMILES	Mac1 fbg enh	ERa SRC1 inh	PLAP activator	CD11b adhes inh	MT1-MMP txn act	FAK blocker	ERa SRC1 pot	ERb coact inh	Ecoli WT expand
1	O=C(COc1ccc(Cl)cc1)NCCC1=CCCCC1	7	.	0.9	11	.	-10	.	.	11
2	Cc1oc(C(=O)O)cc1CSCc1ccoc1C(=O)O	-1	3[fluorescence artefact?]	0.9	-11	0.9	0	100	18	-11
3	Cc1ccn2cc(CNS(=O)(=O)c3ccc(Cl)s3)nc2c1	1	-6	2.1*	-3	.	2	109	-6	1
4	COC(=O)c1ccccc1CON1C(=O)C(C)(C)N(OCc2ccccc2C(=O)OC)C(=O)C1(C)C	.	-1	1.1	.	1.1	3	92	-4	0
5	CCCC1=C(C(=O)OCC)C(/C=C/c2ccccc2)n2ncnc2N1 (stereo unspecified)	-4	-2	0.8	3	1.2	-2	106	-13	3
6	Cc1c(Br)c([N+](=O)[O-])nn1C(C)C(=O)NCc1cccs1 (stereo unspecified)	3	.	1.1	-21	.	1	.	.	-2
7	CN(C)S(=O)(=O)N1CCN(c2cccc(Cl)c2)CC1	-1	-3	1	42	1.2	-3	98	2[fluorescence artefact?]	0
8	Cc1cccc(OCCC(=O)OCC(=O)N2CCc3ccccc32)c1	.	2	1.1	.	1.1	-4	100	0	-3
9	COc1ccccc1N1CCN(C2CCN(C(=O)c3cccs3)CC2)CC1	.	-18	.	.	1	.	106	-3	-6
10	COc1ccc2c(c1)c(C(=O)CN1CCC3(CC1)OCCO3)c(C)n2C	-2	-2	1.7	-10	1.2	-2	118	1	2
11	Cc1ccccc1-c1nc(Cc2ccc(Cl)cc2)no1	15	4	0.8	-18	.	-1	96	13[fluorescence artefact?]	-3
12	COc1ccc(/C=N\NS(=O)(=O)c2ccc(Br)cc2)cc1COc1ccccc1[N+](=O)[O-]	.	1	.	.	1	0	122	1	.
13	COc1ccc(NC(=O)COc2nc(N(C)C)nc(N(C)C)n2)cc1	-1	-11	1.1	8	1	0	135	-4	2
14	NC(=O)CN1C(=O)C(O)(CC(=O)c2ccccc2O)c2ccccc21 (stereo unspecified)	.	1	.	.	1.1	-1	88	16	9
15	Cc1nn(CCC(=O)NNC(=S)Nc2cccc(Cl)c2)c(C)c1[N+](=O)[O-]	.	-60[fluorescence artefact?]	.	.	1.1	3	101	3	.
16	Cc1cc(C)c2cc(CN(CCO)C(c3nnnn3Cc3ccc(F)cc3)C(C)C)c(=O)[nH]c2c1 (stereo unspecified)	5	22[fluorescence artefact?]	1.4	14	1.1	0	86	1	-6
17	CN1CCN(CC(=O)N2c3ccccc3C(C)(c3ccccc3)CC2(C)C)CC1 (stereo unspecified)	.	-6	1.6	.	1	2	107	-1	6
18	Cc1nc(N2CCOCC2)c(C#N)c(C)c1Br	-5	9[fluorescence artefact?]	1.1	-1	1.1	-2	104	-5[fluorescence artefact?]	0
19	CC(C)OC(=O)CSc1nnc(-c2ccc(C(C)(C)C)cc2)n1N	0	98*[fluorescence artefact?]	1	1	1.4	-4	111	-2[fluorescence artefact?]	0
20	OCCSc1c(F)c(SCCO)c(SCCO)c(F)c1SCCO	3	8	1.2	3	1	-1	95	7	3

Twelve entries from above, sorted by count of non-hydrogen atoms, rising:
#	SMILES	Mac1 fbg enh	ERa SRC1 inh	PLAP activator	CD11b adhes inh	MT1-MMP txn act	FAK blocker	ERa SRC1 pot	ERb coact inh	Ecoli WT expand
18	Cc1nc(N2CCOCC2)c(C#N)c(C)c1Br	-5	9[fluorescence artefact?]	1.1	-1	1.1	-2	104	-5[fluorescence artefact?]	0
7	CN(C)S(=O)(=O)N1CCN(c2cccc(Cl)c2)CC1	-1	-3	1	42	1.2	-3	98	2[fluorescence artefact?]	0
2	Cc1oc(C(=O)O)cc1CSCc1ccoc1C(=O)O	-1	3[fluorescence artefact?]	0.9	-11	0.9	0	100	18	-11
3	Cc1ccn2cc(CNS(=O)(=O)c3ccc(Cl)s3)nc2c1	1	-6	2.1*	-3	.	2	109	-6	1
19	CC(C)OC(=O)CSc1nnc(-c2ccc(C(C)(C)C)cc2)n1N	0	98*[fluorescence artefact?]	1	1	1.4	-4	111	-2[fluorescence artefact?]	0
14	NC(=O)CN1C(=O)C(O)(CC(=O)c2ccccc2O)c2ccccc21 (stereo unspecified)	.	1	.	.	1.1	-1	88	16	9
15	Cc1nn(CCC(=O)NNC(=S)Nc2cccc(Cl)c2)c(C)c1[N+](=O)[O-]	.	-60[fluorescence artefact?]	.	.	1.1	3	101	3	.
9	COc1ccccc1N1CCN(C2CCN(C(=O)c3cccs3)CC2)CC1	.	-18	.	.	1	.	106	-3	-6
17	CN1CCN(CC(=O)N2c3ccccc3C(C)(c3ccccc3)CC2(C)C)CC1 (stereo unspecified)	.	-6	1.6	.	1	2	107	-1	6
12	COc1ccc(/C=N\NS(=O)(=O)c2ccc(Br)cc2)cc1COc1ccccc1[N+](=O)[O-]	.	1	.	.	1	0	122	1	.
16	Cc1cc(C)c2cc(CN(CCO)C(c3nnnn3Cc3ccc(F)cc3)C(C)C)c(=O)[nH]c2c1 (stereo unspecified)	5	22[fluorescence artefact?]	1.4	14	1.1	0	86	1	-6
4	COC(=O)c1ccccc1CON1C(=O)C(C)(C)N(OCc2ccccc2C(=O)OC)C(=O)C1(C)C	.	-1	1.1	.	1.1	3	92	-4	0

PLAP activator, what is marked active above.
entry | mol | Mac1 fbg enh | ERa SRC1 inh | PLAP activator | CD11b adhes inh | MT1-MMP txn act | FAK blocker | ERa SRC1 pot | ERb coact inh
3 | Cc1ccn2cc(CNS(=O)(=O)c3ccc(Cl)s3)nc2c1 | 1 | -6 | 2.1* | -3 | . | 2 | 109 | -6

(more compounds)
#	SMILES	Mac1 fbg enh	ERa SRC1 inh	PLAP activator	CD11b adhes inh	MT1-MMP txn act	FAK blocker	ERa SRC1 pot	ERb coact inh	Ecoli WT expand
21	COc1ccccc1C1SCCN1S(=O)(=O)c1cccc(C(F)(F)F)c1 (stereo unspecified)	4	-4	1	23	1	-1	105	-1	-18
22	O=C(CS(=O)(=O)c1ccc(Cl)c(Cl)c1)Nc1ccccc1Cl	-2	.	0.9	-4	.	-1	.	.	13
23	CC(C)c1ccc(S(=O)(=O)N2CCN(CC(=O)Nc3ccc4c(c3)OCO4)CC2)cc1	2	0	1.2	-6	1.3	.	109	-5	-9
24	O=C(c1cc2nc(-c3ccc(F)cc3)cc(C(F)(F)F)n2n1)N1CCOCC1	-1	11[fluorescence artefact?]	0.9	3	1.1	-1	85	7	0
25	Cc1nn(C)c(C)c1S(=O)(=O)NC1CCCC1	0	-2	0.8	-10	1.2	2	126	3	-3
26	O=C(Nc1cccc(-c2nc3cc(Cl)ccc3o2)c1)C1CCCO1 (stereo unspecified)	2	-25	1.3	2	1.2	-1	97	-6[fluorescence artefact?]	11
27	COc1ccc(CC(=O)Nc2ccc(S(=O)(=O)Nc3nccc(C)n3)cc2)cc1	1	5[fluorescence artefact?]	2.1*	-43	1.1	-1	100	2[fluorescence artefact?]	-1
28	COc1ccccc1CCC(=O)Nc1nc2ccccc2[nH]1	-2	0	1.1	-6	1.4	4	92	2	-2
29	CN=C1SC(CC(=O)Nc2ccccc2F)C(=O)N1C (stereo unspecified)	-3	4	1.2	6	1	.	105[fluorescence artefact?]	-8	-3
30	COc1ccc2cc(CCNC(=O)c3ccc4c(c3)OCO4)c(=O)[nH]c2c1	8	0	1.1	5	1.3	.	113	-3	-1
31	CCCc1[nH]c(=O)c(C#N)c2c1COC(C)(C)C2	3	-10	1	-20	.	1	91	-5	2
32	Cc1ccc(-n2nnnc2SCC(=O)N2c3ccccc3NC(=O)C2(C)C)cc1	-4	4	0.9	-7	1	4	99	7	2
33	CCCn1c(=NC(=O)c2ccncc2)c(C(=O)OCC)cc2c(=O)n3cccc(C)c3nc21	.	-9	.	.	1.1	.	103	1	.
34	O=C(COC(=O)Cc1ccc(Br)cc1)NC12CC3CC(CC(C3)C1)C2	-1	.	1	-7	.	1	.	.	-2
35	CCNc1ccc(Br)cc(C(=O)/C=C/c2ccc3c(c2)OCO3)c1=O	8	.	1	12	.	9	.	.	-3
36	CN(CC(=O)N1CC=C(c2ccccc2)CC1)S(=O)(=O)c1cnc[nH]1	-2	2[fluorescence artefact?]	1.4	6	1	4	96	-6[fluorescence artefact?]	3
37	CCOC(=O)c1c(N)sc(C(N)=O)c1C	-3	5	1	-4	1.1	.	114	0	15
38	Cc1nn(-c2ccccc2)c2sc(-c3n[nH]c(=S)o3)cc12	-2	.	1.2	44	.	.	.	.	-9
39	Cc1nn(-c2ccccc2)c(C)c1NC(=O)COc1ccc2ccccc2c1	1	.	1	-32	.	3	.	.	10
40	Cc1cc(C)n(-c2nnc(C)n2NS(C)(=O)=O)n1	0	-27	1	-14	1.1	-2	129	-9	2
41	CCOc1cc(C#N)c(NC(=O)Cn2nnc3ccccc32)cc1OCC	-4	21[fluorescence artefact?]	0.9	-15	1.2	-3	114	7	-2
42	O=C(Cn1nc(-c2cccc(Cl)c2)ccc1=O)Nc1cccnc1	-2	1[fluorescence artefact?]	1.1	16	1.1	.	102	1[fluorescence artefact?]	-12
43	Cc1cc(NC(=O)CSc2c3c(nc4ccccc24)CCC3)no1	2	2	1	-1	1.4	27*	96	-4	10
44	CSc1ccc(NC(=O)CC(C)=O)cc1	-1	.	1.1	1	1.2	-1	.	.	-9
45	CCc1cc(C(=O)N2CCOCC2)c(NC2=NS(=O)(=O)c3ccccc32)s1	-4	-2	0.9	-9	1.1	.	125	7	-21
46	O=C(c1ccccc1CCc1ccccc1)N1CCN(c2ccccn2)CC1	4	-33	1.4	-19	1.1	3	93	-13[fluorescence artefact?]	-3
47	CC(=O)NCCOC(=O)Nc1ccncc1	-4	55*	0.8	0	.	-1	78	2	5
48	CC(NC(=O)CN(C1CCCCC1)S(C)(=O)=O)c1ccccc1 (stereo unspecified)	.	30	.	.	1.2	-2	95	11	.
49	CCc1ccc2oc(-c3cccc(N)c3)nc2c1	-4	-5	1	58	.	-1	82	-9	2
50	CC(C)n1cnc2cc(NCc3ccco3)ccc21	.	11[fluorescence artefact?]	1.2	.	1.3	18	52[fluorescence artefact?]	20	7
51	CCc1ccc(CNC(=O)CCc2nc(-c3cccs3)no2)cc1	4	1	0.7	-4	.	-2	126	0	8
52	O=C(c1nc2ncccn2n1)N1CCN(c2ccc(F)cc2)CC1	-6	-1	0.9	-4	1	2	114	-4	2
53	CC(=O)c1cc2c(cc1NC(=O)c1cc3nc(C(C)C)cc(C(F)(F)F)n3n1)OCO2	0	1	1.6	4	1.1	1	106	10	-7
54	COc1cc(C2NC(=O)NC(C)=C2C(=O)OCC2CCCO2)ccc1O (stereo unspecified)	0	1	0.9	-12	1	0	105	-1	0
55	O=C(O)C1CC=CCC1C(=O)Nc1ccccc1Cl (stereo unspecified)	-3	-3	1.1	4	1.1	.	110	8[fluorescence artefact?]	-3
56	CCOC(=O)CC(=O)CSc1ccc2nnc(-c3ccc(F)cc3)n2n1	-4	-5	1.2	-7	1	9	105	2[fluorescence artefact?]	8
57	c1ccc(-c2cn3cccnc3n2)cc1	4	-29	0.8	-54	1.1	-1	114	-34	12
58	O=C(CN1CCN(c2ccccn2)CC1)Nc1ccc2ccccc2c1	3	-2	1.5	-12	1.2	-4	128	1	-2
